KCNK3 inh = human KCNK3 channel inhibitors, primary screen, CHO cells, FluxOR thallium flux, B-score; Potassium channel subfamily K member 3 (Homo sapiens), O14649; FluxOR fluorescence; active compounds read low; B-score at 10 µM; 340,000 compounds, 0.84% hits; AID 602410, 2012;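 active means B-score under library mean minus 4 SD, starting fluorescence ratio at most library mean plus 5 SD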;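 further: more negative B-score means stronger inhibition of thallium flux through KCNK3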
Target sequence (O14649 whole entry, looked up): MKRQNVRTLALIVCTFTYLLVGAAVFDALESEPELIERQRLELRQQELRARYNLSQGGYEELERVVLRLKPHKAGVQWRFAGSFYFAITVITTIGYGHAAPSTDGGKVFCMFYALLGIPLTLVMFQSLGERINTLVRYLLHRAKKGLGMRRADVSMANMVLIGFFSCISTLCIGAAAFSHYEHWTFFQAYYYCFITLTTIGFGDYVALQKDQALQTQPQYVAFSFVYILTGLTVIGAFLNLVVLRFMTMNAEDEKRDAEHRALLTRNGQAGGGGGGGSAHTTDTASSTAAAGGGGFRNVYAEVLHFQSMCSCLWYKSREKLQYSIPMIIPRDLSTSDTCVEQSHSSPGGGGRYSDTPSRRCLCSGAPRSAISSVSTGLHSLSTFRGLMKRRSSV
TRPC4 agonist = activators of mouse TRPC4 channel, primary screen, Fluo4 calcium, HEK293 TRPC4beta/mu-opioid cells | B-score at 10 µM | Fluo4 calcium fluorescence; active compounds read high | AID 2237, 2010 | 310,000 compounds, 0.49% hits | Short transient receptor potential channel 4 (Mus musculus), Q9QUQ5;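 active means B-score above 5 SD of library B-scores, and initial fluorescence ratio not above library mean plus 5 SD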;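 further: positive B-score marks a calcium rise read as TRPC4 activation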
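system = HEK293 cells stably co-expressing mouse TRPC4beta and mu-opioid receptor | schedule = Fluo4 dye loading 45 min at room temperature, 110 s recording | measure = B-scored integrated calcium fluorescence ratio | signal = Fluo4 calcium-sensitive dye fluorescence, kinetic, 1 Hz baseline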
TRPC4 block = inhibitors of mouse TRPC4 channel, primary screen, Fluo4 calcium, HEK293 TRPC4beta/mu-opioid cells | B-score at 10 µM | 300,000 compounds, 0.39% hits | DAMGO-evoked Fluo4 calcium flux; active compounds read low;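 active means B-score over 3 SD under the library average, no early fluorescence shift, positive overall ratio signal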
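Assay system: Stable TRPC4beta/mu-opioid receptor HEK293 cells | Reagent: DAMGO in two steps, submaximal then maximal | Compound dosing: Single concentration per test compound | Signal: Fluo4 Ca2+ flux fluorescence | Evaluation: Per-well B score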
hERG rescue = hERG rescue from dofetilide block, primary screen, cell-based, CHO-hERG, FluxOR thallium flux, dofetilide IC70; Voltage-gated inwardly rectifying potassium channel KCNH2 (Homo sapiens), Q12809; dofetilide IC70 present; activation (rescue from dofetilide block), less the hit threshold, % at 10 µM; 310,000 compounds, 0.51% hits; AID 1511, 2009;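 active means activation above the mean of controls blocked by dofetilide plus 5 SD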;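 further: thallium influx through hERG after potassium depolarization seen as dye fluorescence rise; in these data hits start at about 4.7%; inactives centre near -7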
KCNQ1 pot = potentiators or activators of KCNQ1 channel, primary screen, cell-based, thallium flux, high-throughput; AID 2648, 2010; 310,000 compounds, 0.35% hits; CHO-K1 KCNQ1, thallium flux FluxOR fluorescence; active compounds read high; Potassium voltage-gated channel subfamily KQT member 1 (Homo sapiens), P51787; B-score at 10 µM;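 active means fluorescence ratio B-score, a plate-corrected score, at least three library SD, with initial intensity B-score within 5 SD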
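Medium – assay buffer, equal DMSO in all wells · Material – CHO-K1 cell line with stable KCNQ1 potassium channel expression · Signal – kinetic FluxOR thallium fluorescence, 10-s 1-Hz baseline, 110-s post-stimulus read · Compound – single concentration per compound, DMSO matched to controls · Schedule – 37 °C overnight plating, 90-min dark dye load, 20-min compound pretreatment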
Platelet DG rel = inhibitors of platelet dense granule secretion, primary screen, cell-based, MLPCN, human platelets | human platelet-rich plasma, SFLLRN dense granule ATP release, luminescence | inhibition, %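 (compounds screened at 7.5 µM in platelet-rich plasma)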 | 300,000 compounds, 0.22% hits | AID 1663, 2009;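 active means mean replicate score, as percent of positive control, at or above 50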
KCNK9 inh = KCNK9 potassium channel inhibitors, primary screen, HEK293 cells, thallium flux. 310,000 compounds, 1.2% hits. B-score at 10 µM. FluxOR thallium flux fluorescence; active compounds read low;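 active means ratio B-score over 3 SD below the library mean, with starting fluorescence within 5 SD of its mean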;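 further: negative B-score means less thallium flux so channel inhibition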
Target sequence (Q9NPC2 whole entry, looked up): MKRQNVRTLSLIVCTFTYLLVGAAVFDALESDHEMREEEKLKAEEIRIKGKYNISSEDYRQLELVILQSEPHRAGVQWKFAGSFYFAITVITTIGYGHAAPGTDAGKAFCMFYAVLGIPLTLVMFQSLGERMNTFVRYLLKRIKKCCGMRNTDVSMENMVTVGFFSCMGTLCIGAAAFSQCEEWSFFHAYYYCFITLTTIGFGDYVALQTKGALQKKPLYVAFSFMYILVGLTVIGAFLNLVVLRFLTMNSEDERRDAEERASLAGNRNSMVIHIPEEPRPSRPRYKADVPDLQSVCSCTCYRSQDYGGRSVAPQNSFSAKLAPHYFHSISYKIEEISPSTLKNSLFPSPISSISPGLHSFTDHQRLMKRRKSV
TRPC4 potent = positive allosteric modulators of TRPC4, primary screen, cell-based, mouse TRPC4beta, HEK293 mu-opioid, Fluo-4 calcium. Short transient receptor potential channel 4 (Mus musculus), Q9QUQ5. DAMGO EC20, Fluo-4 Ca2+ flux; active compounds read high. B-score at 10 µM. 310,000 compounds, 0.42% hits. AID 2227, 2009;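 active means B-score of calcium response area above 5 SD of library B-scores, with initial fluorescence ratio within 5 SD of library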;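 further: B-score of integrated fluorescence ratio over time as area under calcium response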
Dyrk1A ADPGlo = rat Dyrk1A kinase inhibitors, primary screen, biochemical, single point, plate reader | Dual specificity tyrosine-phosphorylation-regulated kinase 1A (Rattus norvegicus), Q63470 | ADP-Glo luminescence, NFATc1 peptide | inhibition, % at 12.5 µM | 310,000 compounds, 0.43% hits | AID 504441, 2011; in the data active means inhibition above about 50%;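 further: plate controls were vehicle with enzyme for no effect and no enzyme for full effect; many of its hits are not listed in these tables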
KCNQ1 inh = inhibitors of human KCNQ1 channel, primary screen, cell-based, thallium flux, high-throughput. 310,000 compounds, 1.3% hits. B-score at 10 µM. CHO-K1 KCNQ1, FluxOR thallium flux fluorescence; active compounds read high. Potassium voltage-gated channel subfamily KQT member 1 (Homo sapiens), P51787. AID 2642, 2010;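 active means compounds whose thallium flux B-score, printed positive for inhibition, exceeds three library SD while starting fluorescence stays within three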;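 further: channel opened by potassium depolarization with thallium stimulus after 20 min compound exposure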
PolyA inhibitor = polyadenylation inhibitors in yeast reporter cells, primary screen, luminescence, S. cerevisiae; S. cerevisiae SKY197-pL101 polyadenylation reporter, beta-gal luminescence; efflux-impaired pdr1/pdr3 knockout yeast; score 100 = 6 SD above DMSO; 300,000 compounds, 0.02% hits; calls only at 12 µM; AID 1875, 2009;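 active means lowest replicate activity score at least 50, where 100 means six control SD above control mean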;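 further: yeast exposed to compound for 9 h at 30 °C; higher score means more reporter readthrough which indicates perturbed polyadenylation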
An asterisk follows results filed as active; i = inactive; . = no result given. Only part of the results is shown; the hit share may differ from the screen's.

Fields – KCNK3 inh	TRPC4 agonist	TRPC4 block	hERG rescue	KCNQ1 pot	Platelet DG rel	KCNK9 inh	TRPC4 potent	Dyrk1A ADPGlo	KCNQ1 inh	PolyA inhibitor
- CN(CC(=O)Nc1ccc(F)cc1)CC(=O)Nc1ccc(Cl)c(S(=O)(=O)N2CCOCC2)c1
    i	i	i	-15.6	i	-0.6	i	i	-1.7	i	i
- Cn1ccnc1C(O)c1ccccc1 (stereo not given)
    i	i	i	-15.7	i	-4.2	i	i	-1.0	i	i
- O=c1oc2ccc(Br)cc2cc1-c1nc2ccccc2o1
    i	i	i	-0.2	i	-0.1	i	i	-2.3	i	i
- COc1cc(C2CC(=O)Oc3c(C(CCN4CCCC(C)C4)c4ccc(N(C)C)cc4)c(OC)cc(OC)c32)cc(OC)c1OC (stereo not given)
    i	i	i	-7.0	i	8.3	i	i	.	i	i
- CCOC(=O)C1CCCN(C(=O)C(=O)Nc2ccc3nc4n(c(=O)c3c2)CCCCC4)C1 (stereo not given)
    i	i	i	-11.3	i	19.2	i	i	5.1	i	i
- CCCCOc1ccc(/C=C/C(=O)OCC(=O)NC(=O)NCC(C)C)cc1OCC
    i	i	i	-12.9	i	-43.0	i	i	3.6	i	i
- C/C(=N\N1CCN(c2ccc(Cl)cc2)CC1)c1cccs1
    i	i	i	-0.2	i	2.3	i	i	-2.5	i	i
- COCCN1C2=C(COC(C)(C)C2)C(=S)NC1c1ccccc1 (stereo not given)
    i	76*	i	-0.4	i	14.1	i	i	.	i	i
- Cc1nc([N+](=O)[O-])cn1CC(=O)Nc1ccc2c(c1)OCO2
    i	i	i	-6.6	i	-0.3	i	i	-48.9	i	i
- O=S(=O)(N[C@H]1C[C@@H](NS(=O)(=O)OCC(Cl)(Cl)Cl)C2CCCCC21)OCC(Cl)(Cl)Cl (stereo not given in full)
    i	i	.	-2.6	i	-0.4	i	i	0.6	i	i
- O=C(/C=C/c1ccccc1)NCCSCc1ccccc1
    i	i	i	-6.7	i	10.6	i	i	-5.5	i	i
- COc1ccc(NC(=S)NCC2CCCO2)c(C)c1 (stereo not given)
    i	i	i	0.3	i	-7.8	i	i	7.1	i	i
- Cn1c(/C=N/n2cnnc2)nc2ccccc21
    i	i	i	-3.0	i	4.0	i	i	27.1	i	i
- O=C1C(=O)N(CCN2CCOCC2)C(c2ccncc2)/C1=C(/O)c1ccc2c(c1)OCO2 (stereo not given)
    i	i	i	-7.2	i	5.3	i	i	17.3	i	i
- CC1=C(CC/C(C)=N/NC(N)=S)C(C)(C)CCC1
    i	i	i	-6.2	i	3.2	i	i	4.5	i	i
- COc1cc(C(=O)NCc2ccncc2)cc(Br)c1OCc1ccccc1
    i	i	i	-11.6	i	3.8	i	i	-1.8	i	i
- CCCN1CCN(c2ccc([N+](=O)[O-])cc2C#N)CC1
    i	i	i	-13.4	i	5.5	i	i	0.5	i	i
- Cc1ccccc1OCCOC(=O)c1c(-c2ccccc2)noc1C
    i	i	i	-5.5	i	-5.0	i	i	-6.4	i	i
- CN(CC(=O)Nc1cccc(F)c1)C(=O)c1ccc2c(c1)OCCO2
    i	i	i	-10.4	i	11.1	i	i	0.1	i	i
- COc1ccc(NC(=O)c2cc(-c3ccccc3)oc2C)cc1
    i	i	i	-5.4	i	21.4	i	i	-1.0	i	i
- COC(=O)/C=C1/S/C(=N/N=C/c2ccc(N(C)C)cc2)NC1=O
    .	i	i	-2.6	i	1.6	i	i	.	i	i
- CC(NC(=S)NC(=O)c1ccccc1Br)c1ccccc1 (stereo not given)
    i	i	i	-0.5	8*	3.8	i	i	4.0	i	i
- O=C1c2cc([N+](=O)[O-])ccc2-c2ncccc21
    i	i	i	-7.3	i	-7.1	i	i	7.8	i	i
- CCS(=O)(=O)c1cc([N+](=O)[O-])c(Sc2ccccc2N)s1
    i	i	i	-3.9	i	26.4	i	i	18.0	i	i
- c1ccc2c(-c3nn4nnnc4c4ccccc34)cccc2c1
    i	i	i	-8.2	i	-3.5	i	i	1.7	i	i
- CCCCCn1c(=O)c(Cc2ccccc2)c(O)c2ccccc21
    i	i	i	-13.4	i	-2.2	i	i	2.1	i	i
- COc1ccccc1/C=C/C(=O)NC(=S)N1CCN(C)CC1
    i	i	i	-14.9	i	.	i	i	5.8	i	.
- COCc1cc(C)nc(OCC(=O)N/N=C/c2ccc(-c3cc([N+](=O)[O-])ccc3C)o2)c1C#N
    i	i	i	-7.9	i	.	i	i	3.2	i	i
- O=C(Nc1ccc(Cl)c(Cl)c1)c1ccc(Cn2cc(Cl)cn2)cc1
    -11.7*	i	i	-6.8	i	-0.5	i	i	2.3	8*	i
- Cc1ccc(C2CC(c3cccs3)=NN2C(=O)CSc2nc(=O)n3ccc(C)cc3n2)cc1 (stereo not given)
    i	i	i	-9.9	i	6.7	i	i	-1.6	i	i
- CCOc1ccc(/C=C2/C(=N)N3OC(C)=CC3=NC2=O)cc1OC
    i	i	i	-4.5	i	-6.1	i	i	3.1	i	i
- O=C1OCCC1Sc1nnc(-c2ccc(Br)cc2)o1 (stereo not given)
    i	i	i	-5.5	i	-3.3	i	i	2.2	i	i
- CC(C)Oc1cccc(C(=O)Nc2ccc(NC(=O)c3ccco3)cc2)c1
    i	i	i	-4.0	i	-1.4	i	i	-4.2	i	i
- COC(=O)c1ccc2c(=O)n(-c3ccccc3)c(=S)[nH]c2c1
    i	i	i	-8.6	i	-6.7	i	i	0.2	i	i
- O=C(CSc1nnc(NC(=O)C2CC(=O)N(c3ccc(F)cc3)C2)s1)NC1CCCC1 (stereo not given)
    i	i	i	-3.1	i	29.1	i	i	-6.6	i	i
- CCC(C)n1c(=N)c(C#N)cc2c(=O)n3ccccc3nc21 (stereo not given)
    i	i	i	-1.6	i	0.3	i	i	9.0	i	i
- CC(C)C(=O)N1CCC(c2nc(-c3ccc(S(=O)(=O)N4CCCC4)cc3)no2)CC1
    i	i	i	1.1	i	0.5	i	i	-3.4	i	i
- O=C(NCCc1ccccc1)C1CCCN1S(=O)(=O)c1ccccc1 (stereo not given)
    i	i	i	-5.5	i	-1.6	i	i	0.4	i	i
- CCc1ccc(CNc2ccc3c(c2)ncn3CC)cc1
    i	i	i	-8.3	i	3.0	i	i	2.2	i	i
- S=C(NCCc1cccc(Cl)c1)NC1CCCCC1
    i	i	i	-9.8	i	6.1	i	i	3.4	8*	i

Just KCNQ1 pot and Dyrk1A ADPGlo, for five of the compounds above:
SMILES	KCNQ1 pot	Dyrk1A ADPGlo
CCOc1ccc(/C=C2/C(=N)N3OC(C)=CC3=NC2=O)cc1OC	i	3.1
O=C1OCCC1Sc1nnc(-c2ccc(Br)cc2)o1 (stereo not given)	i	2.2
CC(C)Oc1cccc(C(=O)Nc2ccc(NC(=O)c3ccco3)cc2)c1	i	-4.2
COC(=O)c1ccc2c(=O)n(-c3ccccc3)c(=S)[nH]c2c1	i	0.2
O=C(CSc1nnc(NC(=O)C2CC(=O)N(c3ccc(F)cc3)C2)s1)NC1CCCC1 (stereo not given)	i	-6.6

Remaining list, next part
Fields – KCNK3 inh	TRPC4 agonist	TRPC4 block	hERG rescue	KCNQ1 pot	Platelet DG rel	KCNK9 inh	TRPC4 potent	Dyrk1A ADPGlo	KCNQ1 inh	PolyA inhibitor
- CCOC(=O)N1CCN(c2nc3c(C)cccn3c(=O)c2C=O)CC1
    i	i	i	-2.7	i	8.6	i	i	4.5	i	i
- COCCCNC(=O)CCc1c(C)nc2c(c(C)nn2-c2ccc(C)cc2)c1C
    i	i	i	-4.0	i	-0.8	i	i	-1.1	i	i
- Cc1sc2ncnc(SCC(=O)NC(=O)c3cccn3C)c2c1C
    i	i	i	1.3	11*	3.9	i	i	-3.4	i	i
- CN1CCC(N(C)C(=O)c2ccccc2F)CC1
    i	i	i	-6.2	i	-54.8	i	i	4.0	i	i
- CCN(CC)c1ccc(NC(=O)COc2ccc(N(C)S(=O)(=O)c3cccs3)cc2)cc1
    i	i	i	-10.8	i	-1.8	i	i	-1.2	i	i
- CC(=O)c1cc(-c2ccccc2)n(CC(=O)N2CCN(C3CCCC3)CC2)c1C
    i	i	i	-11.5	i	-5.3	i	i	-3.1	i	i
- CC(C)=CCC(C)(C)CNC(=O)NC1CCCCC1
    i	i	i	-4.0	i	16.2	i	i	1.3	i	i
- N#Cc1ccccc1Sc1ccccc1C(=O)OCC(=O)N1CCN(C(=O)c2ccco2)CC1
    i	i	i	-8.6	i	4.1	i	i	4.2	i	i
- O=C(NCc1ccccc1)c1c(O)c2ccccc2[nH]c1=O
    i	i	i	-4.4	i	-2.5	i	i	0.7	i	i
- NC(=O)C1CCN(C(=O)c2ccc3c(=O)n(Cc4cccc(Br)c4)c(=S)[nH]c3c2)CC1
    i	i	i	-10.9	i	1.5	i	i	-4.0	i	i
- CC(C)CNS(=O)(=O)c1ccc(CCC(=O)Nc2ccc3c(c2)OCO3)cc1
    i	i	i	-8.8	i	-6.9	i	i	-3.9	i	i
- COc1ccc(C)cc1S(=O)(=O)N(C)CC(=O)N1CCCCCC1
    i	i	i	-10.8	i	3.0	i	i	-2.4	i	i
- CN(Cc1cnccn1)Cc1c(C(=O)N2CCc3ccccc3C2)nc2ccc(Cl)cn12
    i	i	i	-7.4	i	-6.5	i	i	-4.3	i	i

Screening data from PubChem.
